High-throughput results as filed in PubChem BioAssay.
All columns: NCI-60 one-dose screen, growth in % after 48 h at 10 µM unless noted; 100 = growth as untreated, 0 = no growth, -100 = all killed.
MOLT-4 – MOLT-4 leukemia cells; hit rate 6.9% among 80,000; AID 1794779
RPMI-8226 – RPMI-8226 leukemia cells; AID 1794781; hit rate 7.5% among 77,000
MDA-MB-435 – MDA-MB-435 melanoma; hit rate 7.8% among 82,000
K-562 – K-562 leukemia; AID 1794777; hit rate 7.4% among 78,000
MDA-MB-468 – MDA-MB-468 breast cancer. hit rate 8.5% among 78,000
HOP-62 – HOP-62 NSCLC; hit rate 3.9% among 80,000
CCRF-CEM – CCRF-CEM leukemia. hit rate 7% among 77,000. AID 1794778
SR – SR leukemia cells; hit rate 8.7% among 73,000; AID 1794780
* = called active by the depositor; · = no result given; & = joins results of further samples; [ ] = dose if it differs, or a comment. How the source made its calls: active means growth percent below 10; inactive means the rest.

SMILES	MOLT-4	RPMI-8226	MDA-MB-435	K-562	MDA-MB-468	HOP-62	CCRF-CEM	SR
Nc1cc(Nc2ccc(CCO)cc2)nc(N)n1	96	99	107	95	100	94	96	101
O=C(NO)/C(CC(=O)c1ccc(O)cc1)=N\O	114	112	114	113	101	114	103	105
C=C1OC(=O)C(=O)N1CC(=O)O	123	109	111	127	·	100	118	121
Cc1ccc(NC(=O)Cn2cc(CSc3nnc4oc5ccccc5n34)nn2)cc1	·	89	106	·	78	68	97	·
O=c1c2ccccc2n(CC(O)CN2CCCC2)c2c(Br)cccc12 (centres undefined)	104	45	87	93	97	100	82	77
CC1CCN(Cc2ccc(NC(=O)c3cc4ccc5cccnc5c4[nH]3)cc2)CC1	12	20	-68*	9.0*	21	26	3.1*	2.0*
C=CC(=O)N1CCC(Oc2cc3c(Nc4ccc(Cl)c(Cl)c4F)ncnc3cc2OC)CC1	-11*	35	-35*	13	-62*	18	21	-20*
O=S(=O)(O)C(O)c1ccncc1 (centres undefined)	105	95	108	107	120	90	113	96
O=C(CN1CCOCC1)Nc1ccc2ncnc(Nc3ccc(OCc4cccc(F)c4)c(Cl)c3)c2c1	48	45	72	44	-25*	85	67	64
Cc1nc2ccccc2nc1CC(O)(c1ccccc1)c1ccccc1	90	91	102	97	108	77	100	100
O=C(CSc1nnc2n3c(nn12)SCC(c1ccccc1)=N3)c1ccccc1	101	100	102	109	104	107	102	101
Cc1nc2ccccc2nc1NNC(=O)Nc1cccc(Cl)c1	89	65	98	86	67	90	88	86
O=c1nc2s/c(=C\c3cccc(Cl)c3Cl)c(=O)n2c2nc(-c3ccccc3)c(-c3ccccc3)nc12	106	112	105	98	·	99	114	94
COc1cc(NCC(=O)Nc2cc(Nc3cccc(Cl)c3F)ncn2)c(Cl)c(OC)c1Cl	83	84	105	75	91	90	89	77
O=C1Nc2ccccc2/C1=C/c1cccn1CCCCCn1c2ccccc2c(=O)c2ccccc21	46	22	94	52	38	58	45	76
CSc1nc(=S)c2[nH]c(=S)[nH]c2[nH]1	104	109	99	103	·	91	102	105
CCCCCCCCCCCCI	104	118	105	96	108	·	105	98
NCCCNc1nc2ccc(F)cc2c2c(=O)c3cc(F)ccc3sc12	69	·	80	51	61	84	53	38
CCCCc1nc(/C=C/C(=O)c2ccc(S(N)(=O)=O)cc2)c(Cl)[nH]1	87	·	99	84	103	96	94	82
CCC1(c2ccccc2)C(=O)Nc2ccccc21 (centres undefined)	103	103	102	98	94	102	103	101
O=C1CC(c2ccc3c(c2)OCO3)c2c(n[nH]c2-c2ccc(Cl)cc2)N1 (centres undefined)	77	82	105	91	77	76	89	81
CC(C)C[C@H]1[C@H](O)[C@H](O)[C@H](CC(C)C)N(Cc2ccccc2)S(=O)(=O)N1Cc1ccccc1	52[2 µM]	57[2 µM]	95[2 µM]	72[2 µM]	59[2 µM]	90[2 µM]	88[2 µM]	84[2 µM]
CS(=O)(=O)c1ccc(-c2[nH]c3ccccc3c2/C=N/NC(N)=O)cc1	92	111	101	·	95	92	100	·
O=C1NCCC12CCN(c1c(Cl)cncc1-c1ccc(-c3cnn(CCO)c3)cc1)CC2	97	90	108	99	99	111	114	77
COc1nnc(-c2ccccc2)c(-c2ccccc2)n1	89	103	108	83	84	86	100	77

(continued)
SMILES	MOLT-4	RPMI-8226	MDA-MB-435	K-562	MDA-MB-468	HOP-62	CCRF-CEM	SR
O=C(CSc1nc2ccccc2c(=O)n1-c1ccccc1)c1cc2ccccc2oc1=O	92	101	106	98	109	85	95	92
N#Cc1nc(-c2ccccc2)oc1S(=O)(=O)N1CCOCC1	-16*	76	89	5.2*	71	98	-21*	1.1*
Cc1ccc(Nc2nc(N)nc(CSCC(=O)N/N=C/c3ccccc3F)n2)cc1	84	100	87	93	96	108	91	118
CCCCOC(=O)c1cccc(NC(=O)CN2CCOCC2)c1	96	99	105	113	109	83	87	104
COc1ccccc1NC(=O)C1=C(C)NC(C)=C(C(=O)Nc2ccccc2OC)C1c1cccc([N+](=O)[O-])c1	37	52	75	57	74	69	65	·
CN1C(=O)CSC1=S	116	105	98	109	121	104	110	113
CCn1c(O)c(/C=N/NC(=O)Cc2ccccc2Nc2c(Cl)cccc2Cl)sc1=S	68	79	92	47	94	62	65	89
N#Cc1c(-c2cccs2)cc(-c2cnccn2)nc1SCc1ccccc1	91	102	96	87	99	82	·	87
CCCC=Nc1ccccc1	83	90	106	90	98	95	85	·
O=C(NO)OCc1ccccc1	94	88	105	107	·	87	94	84
COc1ccc(-c2cc(-c3cc(C(=O)c4ccc(Br)cc4)n4ccc(C)cc34)nc(N)c2C#N)cc1	101	87	93	93	24	95	98	79
COc1ccc(-c2n/c(=C\c3c(O)[nH]c4cc(Cl)ccc34)cc3c2=Nc2ccccc2-3)cc1	78	79	100	67	100	92	·	56
CCCCSc1nc(N/N=C/c2cc(Cl)ccc2O)c(C#N)c(-c2ccc(OC)cc2)n1	92	89	71	89	86	101	102	63
CCCCN1CCCCC1	90	103	103	96	102	102	96	95
Cc1ccc(N=Nc2c(C)nn(-c3nc(-c4cc5ccccc5oc4=O)cs3)c2C)cc1	101	99	100	92	104	92	103	88
CCCCOc1nc2ccc(OC)cc2cc1/C=C/C(=O)/C=C(/C=C/c1cc2cc(OC)ccc2nc1OCCCC)OB(F)F	95	·	102	98	102	90	88	96
CC(C)(CC(=O)O)c1ccccc1	88&105	108&98	96	108&100	112&98	93&102	95&94	102&96
COc1ccc(/C=N\Nc2nc(SCCC(C)C)nc(-c3ccc(OC)cc3)c2C#N)cc1	65	54	71	82	36	18	31	4.5*
Cc1cc2nc3c4cc(N)ccc4n(CCN(C)C)c3nc2cc1C	3.7*	-7.5*	15	5.7*	-5.6*	19	24	-0.2*
O=C1/C(=C/c2ccc(F)cc2)CNc2ccccc21	89	87	98	100	80	88	92	91
C#CCOc1ccc(C(Nc2ccc(F)c(Br)c2)c2nnnn2C2CCCCC2)cc1OC (centres undefined)	44	62	70	68	72	77	66	81
CCC1CCC(C)NC1 (centres undefined)	105	99	104	102	92	101	·	109
C=CCn1c(SCC(=O)Nc2ccc(C(=O)/C=C/c3ccc(OC)c(OC)c3)cc2)nnc1-c1c[nH]c2ccccc12	100	77	108	92	89	101	99	96
Cc1nc(C(F)(F)C(F)(F)F)c(F)c(=O)[nH]1	89	100	100	91	94	88	98	99
c1cc2n(c1)CCc1cnc(NC3CCCCC3)nc1-2	104	103	101	107	26	·	107	111

Record cards, from the list above:
Entry for `Cc1cc2nc3c4cc(N)ccc4n(CCN(C)C)c3nc2cc1C` → MOLT-4: 3.7*; RPMI-8226: -7.5*; MDA-MB-435: 15; K-562: 5.7*; MDA-MB-468: -5.6*; HOP-62: 19; CCRF-CEM: 24; SR: -0.2*
Entry for `CCC1CCC(C)NC1` (centres undefined) → MOLT-4: 105; RPMI-8226: 99; MDA-MB-435: 104; K-562: 102; MDA-MB-468: 92; HOP-62: 101; CCRF-CEM: ·; SR: 109
Entry for `c1cc2n(c1)CCc1cnc(NC3CCCCC3)nc1-2` → MOLT-4: 104; RPMI-8226: 103; MDA-MB-435: 101; K-562: 107; MDA-MB-468: 26; HOP-62: ·; CCRF-CEM: 107; SR: 111

Other compounds.
SMILES	MOLT-4	RPMI-8226	MDA-MB-435	K-562	MDA-MB-468	HOP-62	CCRF-CEM	SR
Cc1cccc2ccccc12	·	101	104	·	103	102	102	·
N/C(=N\C(N)=N\c1nc2ccccc2s1)c1ccc(Cl)nc1	93	96	101	88	85	111	101	74
CCC(=O)Nc1ccc(Br)cc1	115	103	89	106	95	94	95	101
CCC1C(C(=O)c2cc(Cl)ccc2O)=CNc2cc(C)nn21 (centres undefined)	87	80	105	93	101	77	92	95
COc1ccc(/C=N/Nc2ncnc3c2c(C)nn3-c2ccc([N+](=O)[O-])cc2)cc1	86	107	103	84	95	106	101	117
Cc1nc2c(c3nnc(-c4ccc(F)cc4)n13)CC(C)c1ccccc1N2C (centres undefined)	87	·	102	94	116	82	96	85
O=C(NC(Cc1ccc(O)cc1)C(=O)Oc1ccc([N+](=O)[O-])cc1)OCc1ccccc1 (centres undefined)	100	106	99	97	90	106	106	104
O=C1N/C(=N\c2nnc(-c3ccc(O)cc3)s2)S/C1=C\c1ccccc1O	100	101	94	103	99	·	96	99
Brc1ccc2ncccc2c1	109	·	96	111	108	96	110	106
Nc1[nH]n2cc(-c3ccc(F)cc3)nc2c1N=Nc1ccc(S(N)(=O)=O)cc1	86	73	78	90	83	91	67	67
CCCCCCSC#N	103	104	124	110	110	109	101	106
O=c1[nH]c(=O)n(C2CC(O)C(CO)O2)cc1C(F)(F)F (centres undefined)	32	-23*	48	62	63	33	-30*	-25*
O=[N+]([O-])c1cccc(/C=C/c2ccc3ccccc3n2)c1	75	91	80	95	71	55	82	78
CC(=O)OC(OC(C)=O)c1ccc([N+](=O)[O-])cc1Cl	98	91	·	56	101	88	50	12
O=C1CCCN1c1nc(-c2ccc(Cl)cc2)cs1	85	91	104	80	99	102	97	90
CCOC(=O)CCSC1=C(C)C(=O)c2ccccc2C1=O	71	81	104	69	81	94	93	92
Cn1c(=O)[nH]c2nc(SCC(=O)Nc3ccc(C(=O)/C=C/c4ccccc4)cc3)[nH]c2c1=O	102	103	96	·	83	106	93	105
COc1ccc(CNc2ccc(NC(=O)Nc3cc(OC)cc(OC)c3)cn2)cc1	92	·	94	94	90	98	93	91
COc1ccc(CCNc2nc3c(c(=O)n(Cc4ccc(Cl)cc4)c(=O)n3C)n2C)cc1OC	92	89	102	96	97	115	106	106
Cc1ccc(NC(=O)/C=N/O)cc1	95	94	103	104	95	102	93	86
CCCCOC(=O)CCCCC(=O)OC(C)C(=O)OCCCC (centres undefined)	99	124	109	99	109	102	101	90
COc1ccc(-c2nc3sc(C4CC4)nn3c2/C=C2/C(=O)Nc3ccc(OC)cc32)cc1	·	58	62	74	23	81	76	27
C1CC1C(=NN=C(C1CC1)C1CC1)C1CC1	106	110	103	·	104	107	101	102
COC(=O)[C@]1(C)CCC[C@]2(C)[C@H]3C[C@@H]4[C@H]5[C@@H]6CC/C(=N\N)[C@H]5[C@@]3(CC[C@H]21)C[C@]4(C(C)C)O6	96	96	104	117	99	106	114	104
Cc1c(C(N)=O)sc2ncn(C)c(=O)c12	102	99	104	95	101	106	103	88

Molecules above that have a cyano group, in the order listed:
SMILES	MOLT-4	RPMI-8226	MDA-MB-435	K-562	MDA-MB-468	HOP-62	CCRF-CEM	SR
N#Cc1nc(-c2ccccc2)oc1S(=O)(=O)N1CCOCC1	-16*	76	89	5.2*	71	98	-21*	1.1*
N#Cc1c(-c2cccs2)cc(-c2cnccn2)nc1SCc1ccccc1	91	102	96	87	99	82	·	87
COc1ccc(-c2cc(-c3cc(C(=O)c4ccc(Br)cc4)n4ccc(C)cc34)nc(N)c2C#N)cc1	101	87	93	93	24	95	98	79
CCCCSc1nc(N/N=C/c2cc(Cl)ccc2O)c(C#N)c(-c2ccc(OC)cc2)n1	92	89	71	89	86	101	102	63
COc1ccc(/C=N\Nc2nc(SCCC(C)C)nc(-c3ccc(OC)cc3)c2C#N)cc1	65	54	71	82	36	18	31	4.5*
CCCCCCSC#N	103	104	124	110	110	109	101	106

Further compounds
SMILES	MOLT-4	RPMI-8226	MDA-MB-435	K-562	MDA-MB-468	HOP-62	CCRF-CEM	SR
Nc1ncnc2sc(-c3ccc(Cl)cc3)c(-c3ccccc3)c12	110	82	92	118	82	78	94	·
O=C(Cc1ccccc1[N+](=O)[O-])c1ccc2c(c1)OCO2	87	·	102	94	·	·	76	·
CC1(C)C(=O)C(C)(C)C1=NO	95	104	94	101	·	98	102	96
CCOC(=O)c1cc(C(=O)c2ccc(Cl)cc2)n2ccc(-c3ccn4c(C(=O)c5ccc(Cl)cc5)cc(C(=O)OCC)c4c3)cc12	83	88	100	·	104	100	90	72
Cc1ccc(S(=O)(=O)N2CCOCC2)cc1	111	112	100	115	94	93	107	110
CCN(CC)S(=O)(=O)c1ccc(S(=O)(=O)N2CCC[C@@H](C(=O)N3CCOCC3)C2)cc1	77	58	74	41	20	73	71	35

Random excerpt: five entries already listed
SMILES	MOLT-4	RPMI-8226	MDA-MB-435	K-562	MDA-MB-468	HOP-62	CCRF-CEM	SR
CC1CCN(Cc2ccc(NC(=O)c3cc4ccc5cccnc5c4[nH]3)cc2)CC1	12	20	-68*	9.0*	21	26	3.1*	2.0*
Nc1ncnc2sc(-c3ccc(Cl)cc3)c(-c3ccccc3)c12	110	82	92	118	82	78	94	·
CSc1nc(=S)c2[nH]c(=S)[nH]c2[nH]1	104	109	99	103	·	91	102	105
CCC1CCC(C)NC1 (centres undefined)	105	99	104	102	92	101	·	109
Cc1c(C(N)=O)sc2ncn(C)c(=O)c12	102	99	104	95	101	106	103	88
